Screening data: PubChem BioAssay, Broad Institute
RAD54 inh – inhibitors of human RAD54 branch migration; RAD54 Holliday junction branch migration, FAM/BHQ fluorescence; AID 602329; 0.14% of 360,000 active; inhibition, % at 10.4 µM; Q92698;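 active means mean normalized replicate activity at least 40 and at least half of replicates scoring 40 or more; inconclusive means only one of the two criteria met; inactive means mean below 40 and under half of replicates reaching 40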;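 further: 0% = median of neutral control wells and 100% = median of positive control wells; inhibitors cause a drop in the FAM fluorescence signal; in these data hits start at about 50%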
E-sel inducer – induces E-selectin expression in human endothelial cells; P16581; HUVEC E-selectin immunofluorescence imaging; normalized: neutral wells 0, TNF-alpha wells 100; activation, % at 7.58 µM; 0.37% of 260,000 active; AID 686992;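 active means mean E-selectin-positive cell signal at least 10% of the positive control, reached in at least 60% of replicates, without over 20% cell loss; inconclusive means no rule given, readout overlaps actives, possibly toxicity-flagged; inactive means the rest, including those meeting only one limit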;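 further: in these data hits start at about 27%; measured in HUVEC primary endothelial cells; signal is the percent of cells scored E-selectin positive by PE staining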
Target sequence (P16581 whole entry, looked up): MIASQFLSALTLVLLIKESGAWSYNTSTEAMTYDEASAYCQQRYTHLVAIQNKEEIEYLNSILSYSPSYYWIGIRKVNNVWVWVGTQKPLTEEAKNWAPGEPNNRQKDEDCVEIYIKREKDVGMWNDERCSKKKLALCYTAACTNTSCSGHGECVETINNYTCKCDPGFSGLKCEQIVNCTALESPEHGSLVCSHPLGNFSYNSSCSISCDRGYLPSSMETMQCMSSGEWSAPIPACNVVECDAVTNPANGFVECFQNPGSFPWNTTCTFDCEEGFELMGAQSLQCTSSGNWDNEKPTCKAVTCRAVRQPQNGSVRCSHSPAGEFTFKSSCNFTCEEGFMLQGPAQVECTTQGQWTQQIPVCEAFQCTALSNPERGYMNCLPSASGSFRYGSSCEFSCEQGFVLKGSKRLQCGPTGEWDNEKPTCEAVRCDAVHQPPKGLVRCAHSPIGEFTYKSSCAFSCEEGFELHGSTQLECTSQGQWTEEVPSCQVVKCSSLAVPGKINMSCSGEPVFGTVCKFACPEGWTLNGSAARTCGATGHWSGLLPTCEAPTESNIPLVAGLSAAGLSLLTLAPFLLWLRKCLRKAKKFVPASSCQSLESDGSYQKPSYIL
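assay system = HUVEC, human umbilical vein endothelial cells | input = 3,000 HUVEC seeded per well | medium = EGM-2 growth medium on 0.1% gelatin-coated wells | dosing = one compound dose added by pin transfer | signal = immunofluorescence imaging | read-out basis = % PE-positive cells | control set = TNF-alpha, DMSO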
ARNT TACC3 PPI – ARNT/TACC3 interaction disruption; Q9Y6A5; AlphaScreen His-ARNT PAS-B/GST-TACC3 binding, luminescence; TACC3 fragment carries E629A point mutation; inhibition, % at 9.99 µM; 0.66% of 390,000 active; AID 623870;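 active means mean inhibition of replicates at least 50% and at least half of replicates each reaching 50%; inconclusive means half or more replicates reach 50% but mean below 50%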;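 further: 0% = complete ARNT plus TACC3 wells and 100% = ARNT alone without TACC3; many hits fall short of the cut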
ERp5 block – ERp5 (human) disulfide isomerase inhibition; inhibition, % at 9.99 µM; ERp5 insulin aggregation, absorbance 650 nm, 90 min; 0.05% of 350,000 active; Q15084;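 active means mean replicate inhibition above about 25%, with every replicate also reaching it, limit read from the data, passing the limit was not always enough; inconclusive means only one of those two criteria met; inactive means neither criterion met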
PglD inh – inhibitors of Campylobacter jejuni PglD acetyltransferase; AID 602405; 0.098% of 360,000 active; inhibition, % at 12.5 µM; purified PglD enzyme, DTNB colorimetric CoA detection; in the data active means inhibition above about 16%, passing the limit was not always enough; inconclusive means no clear call, values can overlap the other calls; further: strong numbers were not always called active
esBAF inh – inhibitors of esBAF chromatin remodeling in mouse ES cells; Bmi1-luciferase knock-in reporter, 24 h; 100% = twice the neutral-well signal; reporter increase, % at 12.5 µM; 2% of 350,000 active; AID 602393; in the data active means activation above about 40%; inconclusive means no clear call, values can overlap the other calls;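 further: 0% = median of the plate's neutral control wells and 100% = double that signal; a rise in the Bmi1 reporter signal indicates esBAF inhibition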
RAD52 anneal inh – blocks human RAD52 DNA annealing. recombinant RAD52 DNA annealing, FRET fluorescence. inhibition, % at 18.7 µM. 0.46% of 360,000 active. AID 651710;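 active means every replicate showing at least 50% inhibition; inconclusive means mean inhibition at least 50% but not in every replicate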
CASP6 VEID inh – blocks human caspase-6 cleavage activity; 0.53% of 350,000 active; P55212; purified caspase-6, Z-VEID-R110 cleavage fluorescence; AID 686996; inhibition, % at 12.5 µM;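 active means mean inhibition across replicates at least about 35%, with every replicate also reaching that limit, limit read from the data; inconclusive means only one of the two criteria met; inactive means neither criterion met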;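 further: 0% = median of neutral control wells and 100% = no fluorescence left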
Target sequence (P55212 24-179 limits assumed): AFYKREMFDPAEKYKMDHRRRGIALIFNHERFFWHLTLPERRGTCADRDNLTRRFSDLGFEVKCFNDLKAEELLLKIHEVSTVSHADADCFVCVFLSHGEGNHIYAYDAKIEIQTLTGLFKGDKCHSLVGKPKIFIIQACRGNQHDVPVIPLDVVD
Target sequence (P55212 194-293 limits assumed): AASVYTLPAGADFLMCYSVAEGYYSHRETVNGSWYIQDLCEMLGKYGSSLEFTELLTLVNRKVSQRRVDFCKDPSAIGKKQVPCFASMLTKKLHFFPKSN
Active calls of the source: *; i = inactive; ? = inconclusive; / = no result given; & = joins results of further samples. Some of the compounds tested. The share of hits here may be higher or lower than overall.

SMILES	RAD54 inh	E-sel inducer	ARNT TACC3 PPI	ERp5 block	PglD inh	esBAF inh	RAD52 anneal inh	CASP6 VEID inh
O=C1CNC[C@@H]2[C@H](c3ccc(Br)cc3)[C@@H](CO)N12	/	0.3	/	1	/	/	8	2
Cc1cc(N2CCNC[C@@H]2C)ccc1N1CC[C@@H](O)C1	/	0.5	/	1	/	/	96*	-66
Brc1ccc2[nH]cc(/C=N/N3CCCCC3)c2c1	/	/	8	-1	/	/	-2	2
CCCC#Cc1ccc([C@H]2[C@H]3CN(C(=O)Cc4ccccn4)CCCCN3[C@H]2CO)cc1	8	-0.2	3	-1	1	/	-45	2
CCC(C(=O)Nc1ccc(Cl)cc1)N1CCCC1=O (configuration not stated)	3	5.3	/	-1	-2	1	-13	9
COc1ccc(C(CNC(=O)Cc2ccc(Cl)c(Cl)c2)N2CCCCC2)cc1 (configuration not stated)	6	0.0	5	-8	-1	-5	-68	-5
COC(=O)C1=C(c2ccc(F)cc2OCc2ccccc2)C[C@@H]2CC[C@H]1N2C(=O)NCCCc1ccccc1	-2	-0.1	-5	-3	5	-10	6	-1
Cn1cc(C(=O)OCC(=O)Nc2ccccc2Cl)c2ccccc21	-2	0.3	-3	19	0	0	-15	-1
O=[N+]([O-])c1ccc(N2CCCNCC2)c2ncccc12	/	9.8	3	4	/	/	32	1
COc1ccc(-c2nc3ccc(Br)cn3c2CC(=O)N2CCCC2)cc1OC	/	0.1	/	-5	/	/	-47	4
COC(=O)[C@@H]1[C@@H](CO)[C@@H]2Cn3c(ccc(/C=C/c4ccccc4)c3=O)[C@H]1N2C(=O)C1CCC1	-2	0.1	-32	0	5	-1	10	2
CN1[C@H]2CC[C@@H]1C(C(=O)N1CCOCC1)=C(O)C2	0	-0.1	-7	-3	0	-13	-19	1
CN(C)CP(=O)(O)CN(C)C=O	-6	/	0	/	-2	-2	/	/
c1cncc(CNC2CCCCC2)c1	-9	/	-1	4	-5	-4	-21	-6
CC(C)C12CN3CCN(CC(C3)/C1=N\O)C2	-2	/	0	-1	0	-4	-22	-4
Cc1cccc(CCNCc2cc3cc(C)cc(C)c3[nH]c2=O)c1	-3	/	1	2	-6	-6	-42	0
CCc1nc2ccc(N3CCN(C)CC3)cc2nc1CC	3	/	-4	3	-7	0	-11	/
COC(=O)C1=C(c2ccc(Cl)c(C(F)(F)F)c2)C[C@@H]2CC[C@H]1N2C(=O)NC1CCCCC1	8	0.2	16	4	7	2	-10	3
CCCCC1C(=O)NC(=S)N(C)C1=O (configuration not stated)	/	-0.5	-2	5	/	/	-7	-1
Cc1cccc(NP(=O)(Oc2ccccc2F)Oc2ccccc2F)c1	2	/	-6	-9	-7	/	0	0
COc1ccc(OCC(=O)N2CCN(Cc3ccc(SC)cc3)CC2)cc1	-16	2.3	-3	-7	-1	4	-7	-3
Clc1ccc2c(c1)C(OC1CN3CCC1CC3)c1ccccc1CS2 (configuration not stated)	2	/	7	-3	-1	/	35	-2
CC=Cc1ccc2n(c1=O)C[C@H]1[C@H](CO)[C@@H](C(=O)OC)[C@@H]2N1S(=O)(=O)c1ccccc1C (mixture of isomers)	5	0.6	-5	-1	-1	2	53*	-2
CCOC(=O)c1[nH]c(C)c(C(=O)N2CCC3(CC2)OCCO3)c1C	-1	/	-8	/	-5	4	/	/
O=P1(c2ccccc2)CC=CC1	-5	-0.1	/	6	-2	7	3	-2
Nc1c(Cl)cc([N+](=O)[O-])cc1Cl	1	-0.1	/	-2	2	-3	-3	1
Oc1ccc(/C=N/NP(=S)(c2ccccc2)c2ccccc2)cc1	5	1.1	1	/	/	-2	/	/
S=C(c1ccc(Cl)cc1)N1CCOCC1	4	/	13	/	-5	16	/	/
C#CCOCOCC#CCN(CC)CC	1	/	5	/	6	-4	/	/
COOCC1(C(=O)OC)C[C@H](c2ccc(OC)cc2)N(Cc2ccccc2OC)[C@@H]1c1ccccc1C (some centres not stated)	/	-0.5	/	0	/	/	-29	-2
Cc1ccc(NS(=O)(=O)c2ccc(OCC(=O)N3CCN(C)CC3)cc2)cc1	-1	0.6	-1	1	2	/	-12	0
CCN(CC)c1ccc(N=Cc2c(O)n(-c3ccccc3)c(=O)[nH]c2=O)cc1	/	/	-1	1	/	/	-95	-1
CC(OC(=O)c1cn(C)c2ccccc12)C(=O)N(C)c1ccccc1 (configuration not stated)	-2	-0.6	-14	4	-2	0	2	4
CC=Cc1ccc2n(c1=O)C[C@H]1[C@H](CO)[C@@H](C(=O)OC)[C@@H]2N1CC1CCCC1 (mixture of isomers)	/	-0.4	/	10	/	/	-3	0
O=C(Cc1ccccn1)N1CCCCN2[C@@H](CO)[C@@H](c3ccc(-c4ccc(F)cc4)cc3)[C@@H]2C1	10	-0.3	1	5	-1	/	-30	3
Cc1cc(C=C2C(=O)N(C)C(=S)N(C)C2=O)c(C)n1-c1cccnc1	-6	/	4	/	2	3	/	/
COc1ccc(C(=O)N2CCCC2=O)cc1	1&4	-0.1	-17&-1	-5	1&6	0&-2	0	1
CCC(=Nc1ccc2c(c1)CCC2)c1c(O)n(C2CCCCC2)c(=O)[nH]c1=O	-6	/	-14	/	1	6	/	/
Cc1c(C=O)c2ccccc2n1Cc1ccccc1	3	-0.1	-5	4	2	-3	-16	-2
C/C=C1\NC(=O)[C@@H](NC(=O)[C@H](CCc2ccc(O)cc2)NC(=O)[C@H](C)NC(=O)[C@H](O)CO)[C@@H](C)OC(=O)[C@H](C(C)C)NC(=O)[C@H](Cc2ccc(O)cc2)N(C)C(=O)[C@H](Cc2ccccc2)N2C(=O)C(CC[C@H]2O)NC1=O (some centres not stated)	-4	/	-4	-2	-3	-6	-5	2

Random excerpt: 3 compounds from above
SMILES	RAD54 inh	E-sel inducer	ARNT TACC3 PPI	ERp5 block	PglD inh	esBAF inh	RAD52 anneal inh	CASP6 VEID inh
CCCC#Cc1ccc([C@H]2[C@H]3CN(C(=O)Cc4ccccn4)CCCCN3[C@H]2CO)cc1	8	-0.2	3	-1	1	/	-45	2
Cc1cccc(CCNCc2cc3cc(C)cc(C)c3[nH]c2=O)c1	-3	/	1	2	-6	-6	-42	0
Cc1ccc(NS(=O)(=O)c2ccc(OCC(=O)N3CCN(C)CC3)cc2)cc1	-1	0.6	-1	1	2	/	-12	0

Other results:
SMILES	RAD54 inh	E-sel inducer	ARNT TACC3 PPI	ERp5 block	PglD inh	esBAF inh	RAD52 anneal inh	CASP6 VEID inh
CCOc1ccccc1C1SCC(=O)Nc2c1c(=O)[nH]n2C(CC)CC (configuration not stated)	2	/	-4	/	-5	0	/	/
COC(=O)C1=C(c2ccc(OCc3ccccc3)cc2)C[C@@H]2CC[C@H]1N2C(=O)NCc1ccc2c(c1)OCO2	-7	-0.1	/	5	-7	-1	-9	2
Cn1c(O)c(/C=N/NC(=O)c2ccncc2)c(=O)[nH]c1=S	-20	0.4	/	8	-9	/	-95	-4
O=C(Cc1cccnc1)N1CCCCN2[C@H](CO)[C@@H](c3ccc(/C=C/c4ccccc4)cc3)[C@@H]2C1	3	-0.6	-4	0	4	/	-33	1
CC12CC[C@H]3[C@@H](CCC4(O)C[C@H](O)CCC34/C=N/NC(=O)c3ccccc3O)C1(O)CCC2C1=CC(=O)OC1 (some centres not stated)	/	/	9	-2	/	10	28	16
COc1ccc(C2NCCc3[nH]cnc32)cc1 (configuration not stated)	2	0.4	7	3	-3	/	-7	-3
CC(=O)c1cccc(NC(=O)N2C[C@H]3C[C@@H](C2)c2cccc(=O)n2C3)c1	-1	/	-3	-4	-7	-5	9	0
O=[N+]([O-])c1cc(Cl)c(O)c(-[n+]2c(-c3ccccc3)cc(-c3ccccc3)cc2-c2ccccc2)c1	7	/	/	0	-10	4	-29	-1
CN1CCC(=O)N(CCN=[N+]=[N-])CC1	-6	-0.1	-4	2	2	-6	-13	-43
CC12CCC3C(CCC4C/C(=N/O)CCC43C)C1CCC2O (configuration not stated)	/	-0.1	-1	-3	/	/	-1	0
O=C(COc1ccccc1F)N1CCN(CCN2C(=O)c3cccc4cccc(c34)C2=O)CC1	/	6.8	-2	2	/	/	-19	-4
C#CCOc1ccc2c(c1)c(C(C)=O)c(C)n2Cc1ccccc1	0	6.8	25	2	-3	/	-15	0
CN(Cc1c[nH]c2ccccc12)C1CCCCC1	/	-0.1	0	3	/	/	-1	2
COc1ccc2c(c1)c(C(=O)C(C)N1CCCCC1)c(C)n2C (configuration not stated)	-6	1.4	-5	-2	-2	-1	-11	0
CC(/C=C(\C)Nc1ccccc1)=Nc1ccccc1	4	/	-2	1	-15	4	-8	-1
Cc1cc(NC(=O)COC(=O)c2c(C)nn(Cc3ccccc3)c2C)no1	-12	/	4	/	-5	-5	/	/
Cc1ccc2c(c1)N(CCC(=O)N1CCC3(CC1)OCCO3)C(=O)CO2	4	/	-2	/	7	-5	/	/
CC(C)(C)NC(=S)N1CCn2cccc2C1c1cccnc1 (configuration not stated)	/	-0.1	1	-1	/	/	-14	3
O=C(Nc1nc(-c2ccccc2)c(-c2ccccc2)s1)c1ccc(S(=O)(=O)N(CCCl)CCCl)cc1	6	/	3	5	4	-10	-17	2
COC(=O)C1=C(c2cccc(OC)c2OC)C[C@@H]2CC[C@H]1N2C(=O)NCCS(C)=O (some centres not stated)	-3	-0.1	/	4	-2	3	-7	0
CCOc1ccc(Cl)cc1CNCCc1ccccc1F	/	-0.3	-10	-1	/	-5	-4	1
CCC(=O)c1cn(Cc2ccccc2C#N)c2ccccc12	-2	/	-2	/	-1	1	/	/
C[C@]12CC[C@@H](O)CC1=CC(=O)C1C2CC[C@]2(C)C(=O)CCC12 (some centres not stated)	/	-0.1	4	1	/	/	-11	4
Cc1oc(-c2ccccc2F)nc1CS(=O)CC(=O)N1CCC2(CC1)OCCO2 (configuration not stated)	-11	/	-6	/	6	4	/	/
O=C(c1cc(S(=O)(=O)N2CCOCC2)ccc1F)N1CCC2(CC1)OCCO2	-1	/	-3	/	-6	3	/	/
COc1ccc2c(c1)CC1(CN2C)C(=O)NC(=O)N(CCc2ccccc2)C1=O (configuration not stated)	-1	/	3	/	-2	-3	/	/
NS(=O)(=O)c1ccc(N=Nc2c(O)[nH]c(=S)[nH]c2=O)cc1	-20	/	-2	-4	-16	-19	-8	1
C=CCN(CC=C)C(=O)Nc1ccc(OCC)cc1	/	0.3	/	1	/	/	-11	3
COc1ccc(N2C(=O)NC(=O)/C(=C/c3ccc([N+](=O)[O-])s3)C2=O)cc1	-7	0.1	/	2	3	/	i	30
O=C(COC(=O)Cc1ccccc1)Nc1ccc(F)cc1	0	-0.2	/	0	2	-2	-16	0
C=Cc1ccc(Cn2c(C(=O)O)c(C=O)c3ccccc32)cc1	/	6.8	-3	-7	/	/	-169	33
N#Cc1cc2c(nc1SCC(=O)Nc1cc(Cl)cc(Cl)c1)C1CCN2CC1	5	/	-9	-1	-3	1	-6	-1
Cc1ccc(C(O)(C(=O)OC(C)C)C(O)c2ccc(F)cc2)cc1 (configuration not stated)	/	?	/	5	/	/	-2	-2
CN1CCN(c2c(N)c(=O)oc3ccccc23)CC1	2	/	-2	7	1	-5	10	0
CCC(C)N1Cc2ccccc2C1=N (configuration not stated)	1	/	-2	4	-2	0	-19	-3
COC(=O)C1=C(c2ccc(F)cc2OCc2ccccc2)C[C@@H]2CC[C@H]1N2C(=O)NCc1ccc(C(F)(F)F)cc1	0	0.2	-2	-4	0	-1	-12	1
